Source: PubChem
GluA2 TARP mod = modulators of GluA2-stargazin AMPA receptor complexes, primary screen, cell-based, membrane potential dye | HEK293 GluA2+stargazin, membrane potential dye (FDSS), glutamate EC50; hits were called plate by plate, in both directions | calls only at 30 µM | actives 3.5% (n = 40,000) | AID 1259245, 2017;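 active means any of four per-well response measures lying three or more SD from its plate-wide compound average, in either direction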
GluA2 TARP mod agonism max-min = recorded beside GluA2 TARP mod, whose call it bears; compound max-min signal; compound-alone response (agonism);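 unitless range of fluorescence divided by baseline over first 100 seconds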
GluA2 TARP mod glutamate slope = second read-out of GluA2 TARP mod, no call of its own (marks repeat the call); glutamate slope, % of max; measured here: glutamate response slope, % max;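 scaled per plate between vehicle wells and maximal 1 mM glutamate control wells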
The depositor's hits bear a star; i = inactive; + = active, no number; & = joins results of further samples. A portion of the library; count on the stated rates, not on these rows.

SMILES	GluA2 TARP mod	GluA2 TARP mod agonism max-min	GluA2 TARP mod glutamate slope
COc1cccc(CNC(=O)CN2C(=O)c3ccccc3S2(=O)=O)c1	i	0.097	60
O=S(=O)(c1ccc(Cl)cc1)N1CCN(c2ccc3nncn3n2)CC1	i	0.083	36
O=C(CS(=O)(=O)c1ccc(Br)s1)Nc1nccs1	i	0.12	42
Cc1ccccc1NC(=O)CCCOc1ccccc1	i	0.1	62
COc1ccc(CNC(=O)C(=O)NCC2CCN(C(=O)c3ccncc3)CC2)cc1	i	0.099	62
COc1cc(C(=O)Nc2ccc3c(c2)N(C(=O)C2CC2)CCC3)cc(OC)c1OC	i	0.071	49
COc1cc(OC)cc(C(=O)Nc2ccc(N3CCCCC3=O)cc2)c1	i	0.083	47
CCOc1cccc2sc(N3CCN(C(=O)NCCc4ccc(OC)cc4)CC3)nc12	i	0.1	72
O=C1CC(c2nc3ccccc3n2CC(O)COc2ccccc2Cl)CN1c1ccc(F)cc1 (centres undefined)	i	0.15	56
Cc1cc(-c2nnc(NC(=O)C3CCCCN3S(=O)(=O)c3cccs3)o2)nn1C (centres undefined)	i	0.066	44
COc1cn(CC(=O)NCc2ccccc2)c(CSc2ccc(Cl)cc2)cc1=O	i	0.11	44
O=C(O)C1CCN(S(=O)(=O)c2ccc3ccccc3c2)CC1	i	0.11	65
COC(=O)c1ccc(NC(=O)C(=O)NCCN2CCC(c3cccs3)CC2)cc1	i	0.083	67
COc1ccc(Cl)cc1N1CC(c2nc3ccccc3n2CC(=O)N2CCOCC2)CC1=O (centres undefined)	i	0.075	62
O=C(Cn1cnc2ccccc21)NCCCC(=O)Nc1cccc2cccnc12	i	0.08	66
CCOCC(=O)NCC1CCN(C(=O)OC)CC1	i	0.097	61
CC(C)(C)C(=O)N1CCc2ccc(NC(=O)C3(c4ccccc4)CCOCC3)cc21	i	0.086	55
COc1nn(C)cc1C(=O)N1CCC(c2nnc(-c3ccco3)s2)CC1	i	0.11	61
COc1ccc(OCCn2c(CCNC(=O)C3CCCCC3)nc3ccccc32)cc1	i	0.035	40
CC(C)(C)C(=O)Nc1nc(-c2ccc(Br)cc2)cs1	i	0.069	61
Cc1cc(C)n(-c2cc(NCCNS(=O)(=O)Cc3ccccc3)ncn2)n1	i	0.097	64
CCNC(=O)C1Cc2ccccc2N1C(=O)c1cc2ccccc2o1 (centres undefined)	i	0.037	58
C=CCN1CC(c2nc3ccccc3n2Cc2cccc3ccccc23)CC1=O (centres undefined)	i	0.18	54
O=C(Cc1ccc(NC(=O)C2CC(=O)N(c3ccccc3)C2)cc1)NC1CC1 (centres undefined)	i	0.072	51
CC(Oc1ccccc1)C(=O)NCC1CCN(C(=O)/C=C/c2ccco2)CC1 (centres undefined)	i	0.032	47
O=C(CC1CCCCC1)Nn1cnc2c(cnn2-c2ccccc2)c1=O	i	0.036	56
COC(=O)c1ccc(NC(=O)CCc2csc(NC(=O)c3ccc(Cl)cc3)n2)cc1	i	0.091	69
CCCNCCC1=CCCCC1	i	0.038	43
CCCC(CCC)C(=O)Nc1cc(C)nn1-c1nc2c(cnn2-c2ccc(C)c(C)c2)c(=O)[nH]1	i	0.097	56
CCOc1cccc2cc(S(=O)(=O)c3ccc(Br)cc3)c(=O)oc12	i	0.097	50
O=C(Cn1cc(-c2nnc(-c3ccco3)o2)c2ccccc21)N1CCCC1	i	0.079	54
Cc1ccc(SCCCC(=O)Nc2nnc(-c3ccn(C(C)C)n3)o2)cc1	i	0.062	55
CCCC(=O)Nc1ccc(C(=O)NCCNC(=O)c2ccc(F)c(F)c2)cc1	i	0.084	48
O=C(CSc1nnc(CCn2ccc(=O)[nH]c2=O)o1)Nc1ccc(F)c(F)c1F	i	0.05	61
O=C(Cn1cnc2ccccc21)NCc1cccc(Oc2ccc(F)cc2)c1	i	0.069	71
Cc1oc(-c2ccccc2)nc1COC(=O)c1nnn(-c2ccc(Cl)cc2)c1C	i	0.083	63
COc1ccc(-c2nnc(SCC(=O)Nc3cc(C)ccc3C)n2N)cc1OC	i	0.071	67
COc1ccc(NC(=O)NCCNc2cc(-n3cccn3)ncn2)cc1Cl	i	0.087	62
CCN(CC)CCCN1C(=O)C(O)=C(C(=O)c2ccco2)C1c1cc(OC)ccc1OC (centres undefined)	i	0.12	56
COc1cc(OC)cc(C(=O)Nc2cc(-c3ccc(OC)nn3)ccc2C)c1	i	0.051	34

Exported comma-delimited: part of the list above
compound,GluA2 TARP mod,GluA2 TARP mod agonism max-min,GluA2 TARP mod glutamate slope
COc1cccc(CNC(=O)CN2C(=O)c3ccccc3S2(=O)=O)c1,i,0.097,60
O=S(=O)(c1ccc(Cl)cc1)N1CCN(c2ccc3nncn3n2)CC1,i,0.083,36
O=C(CS(=O)(=O)c1ccc(Br)s1)Nc1nccs1,i,0.12,42
Cc1ccccc1NC(=O)CCCOc1ccccc1,i,0.1,62
COc1ccc(CNC(=O)C(=O)NCC2CCN(C(=O)c3ccncc3)CC2)cc1,i,0.099,62
COc1cc(C(=O)Nc2ccc3c(c2)N(C(=O)C2CC2)CCC3)cc(OC)c1OC,i,0.071,49
COc1cc(OC)cc(C(=O)Nc2ccc(N3CCCCC3=O)cc2)c1,i,0.083,47
CCOc1cccc2sc(N3CCN(C(=O)NCCc4ccc(OC)cc4)CC3)nc12,i,0.1,72
O=C1CC(c2nc3ccccc3n2CC(O)COc2ccccc2Cl)CN1c1ccc(F)cc1 (centres undefined),i,0.15,56
Cc1cc(-c2nnc(NC(=O)C3CCCCN3S(=O)(=O)c3cccs3)o2)nn1C (centres undefined),i,0.066,44
COc1cn(CC(=O)NCc2ccccc2)c(CSc2ccc(Cl)cc2)cc1=O,i,0.11,44
O=C(O)C1CCN(S(=O)(=O)c2ccc3ccccc3c2)CC1,i,0.11,65
COC(=O)c1ccc(NC(=O)C(=O)NCCN2CCC(c3cccs3)CC2)cc1,i,0.083,67
COc1ccc(Cl)cc1N1CC(c2nc3ccccc3n2CC(=O)N2CCOCC2)CC1=O (centres undefined),i,0.075,62
O=C(Cn1cnc2ccccc21)NCCCC(=O)Nc1cccc2cccnc12,i,0.08,66
CCOCC(=O)NCC1CCN(C(=O)OC)CC1,i,0.097,61
CC(C)(C)C(=O)N1CCc2ccc(NC(=O)C3(c4ccccc4)CCOCC3)cc21,i,0.086,55
COc1nn(C)cc1C(=O)N1CCC(c2nnc(-c3ccco3)s2)CC1,i,0.11,61
COc1ccc(OCCn2c(CCNC(=O)C3CCCCC3)nc3ccccc32)cc1,i,0.035,40

The listing picks up, repeating the 2 entries before the break.
SMILES	GluA2 TARP mod	GluA2 TARP mod agonism max-min	GluA2 TARP mod glutamate slope
CCN(CC)CCCN1C(=O)C(O)=C(C(=O)c2ccco2)C1c1cc(OC)ccc1OC (centres undefined)	i	0.12	56
COc1cc(OC)cc(C(=O)Nc2cc(-c3ccc(OC)nn3)ccc2C)c1	i	0.051	34
CN(C)C(CNC(=O)C(=O)Nc1cccc([N+](=O)[O-])c1)c1cccs1 (centres undefined)	i	0.13	84
O=C(CN1CCN(c2ccc(Cl)cc2)C1=O)N1CCN(c2ccccn2)CC1	i	0.15	52
O=C(c1ccno1)N1CCN(c2nc3c(F)cc(F)cc3s2)CC1	i	0.12	41
CC(C)S(=O)(=O)c1cccc(C(=O)Nc2nc(-c3ccccc3)c(-c3ccccc3)s2)c1	i	0.057	62
CC(=O)c1cccc(NC(=O)CCCn2nc(-c3ccc(F)cc3)ccc2=O)c1	i	0.059	44
CCOc1ccccc1C(=O)NC1CC(=O)N(c2cccc(OC)c2)C1 (centres undefined)	i	0.068	60
C=CCNC(=S)N1CCNC(=O)C1CC(=O)Nc1cccc(Cl)c1 (centres undefined)	i	0.15	55
O=C(Nc1ccc(SCC(=O)N2CCOCC2)nn1)c1ccccc1	i	0.036	44
CC(O)(CNC(=O)C1(c2ccccc2)CCOCC1)c1ccc2c(c1)OCO2 (centres undefined)	i	0.099	54
O=C(CCc1ccccc1)N1CCN(c2nccn2-c2cccc(Cl)c2)CC1	i	0.03	33
O=C(Nc1nccs1)C1CCCN(c2ccc(-n3ccnc3)nn2)C1 (centres undefined)	i	0.09	61
Cn1cccc1C(CNS(=O)(=O)Cc1ccccc1Cl)N1CCOCC1 (centres undefined)	i	0.078	51
CCOc1ccc(C(=O)N2CCN(c3ncnc4c3nnn4-c3cccc(F)c3)CC2)cc1OCC	i	0.065	43
O=C(Nc1ccc2c(c1)N(C(=O)C1CC1)CC2)c1ccccc1C(F)(F)F	i	0.097	59
O=S(=O)(NCCNc1ccc(Nc2ccccn2)nn1)c1ccc(C(F)(F)F)cc1	i	0.21	57
Cc1noc(C2CN(C(=O)CSc3ccc(F)cc3)C2)n1	i	0.1	51
CCc1nc2sc(C(c3ccc(F)cc3)N3CCCCC3)c(O)n2n1 (centres undefined)	i	0.063	58
CCCOc1ccc(S(=O)(=O)NCC2CCN(C(=O)c3ccccc3F)CC2)cc1C	i	0.041	50
CC(=O)N1CCc2c(sc(NC(=O)c3cccc([N+](=O)[O-])c3)c2-c2nc3ccccc3s2)C1	i	0.12	66
COc1ccc(-c2nnc(NC(=O)c3ccc([N+](=O)[O-])o3)o2)cc1OC	i	0.059	46
COc1ccc(NC(=O)c2ccc3c(=O)n4c(nc3c2)SCC4)cc1OC	i	0.093	22
Cc1cccc(C(=O)Nc2ccc(S(=O)(=O)Nc3cc(C)on3)cc2)c1	i	0.1	77
COc1ccccc1CNC(=O)C(C)Oc1cccc(Cl)c1 (centres undefined)	i	0.028	32
Cc1nc2c(-c3ccccc3)cnn2c(N2CCN(CC#N)CC2)c1C	i	0.12	50
CS(=O)(=O)N1CCC(CNC(=O)C(=O)Nc2ccc(OC(F)(F)F)cc2)CC1	i	0.13	58
COc1ccc(NC(=O)C(=O)NCC(c2ccco2)N(C)C)cc1Cl (centres undefined)	i	0.086	91
COc1ccc(CCNC(=O)N2c3ccccc3CC2C(N)=O)cc1 (centres undefined)	i	0.054	52
COc1ccc(S(=O)(=O)CC(=O)Nc2nc3ccc(OC)cc3s2)cc1	i	0.024	39
COc1ccc(-n2c(C)cn3c4c(=O)n(Cc5ccc(C)cc5)c(=O)n(C)c4nc23)c(OC)c1	i	0.05	41
COc1ccc(C)cc1NC(=O)N1CCN(c2cc(OC(C)C)nc(C)n2)CC1	i	0.044	57
CC(C)c1nnc(NC(=O)c2ccc(Br)o2)s1	i	0.12	56
O=C(NCCn1ncc2c(N3CCCCC3)ncnc21)C(=O)c1c[nH]c2ccccc12	i	0.078	71
CC1CCN(S(=O)(=O)c2ccc(-c3nc(C#N)c(NCCCN(C)C)o3)cc2)CC1	i	0.16	81
COc1cccc(OCC(O)CN2CCC(C)CC2)c1 (centres undefined)	i	0.033	57
O=C(CSc1nnc(-c2cccc(O)c2)o1)NC1CCCCC1	i	0.093	60
CC(C)C(=O)Nc1ccc(C(=O)NCCNC(=O)Cc2ccccc2)cc1	i	0.091	51
CS(=O)(=O)Nc1cccc(NC(=O)CCc2csc(NC(=O)c3cccs3)n2)c1	i	0.1	59
O=C(Cn1c(CO)nc2ccccc21)N1CCOCC1	i	0.1	52
COc1ccc(CCC(=O)NCCN2CCN(c3ccccc3F)CC2)cc1	i	0.09	76
O=C(NCCC1=CCCCC1)c1ccc(-n2c(=S)[nH]c3ccccc3c2=O)cc1	i	0.074&0.046	43&93
O=S(=O)(c1ccc2c(c1)OCCO2)n1ccnc1	i	0.092	53
O=C(c1ccccc1)N1CCN(S(=O)(=O)N2CCCCC2)CC1	i	0.071	53
O=[N+]([O-])c1cc(S(=O)(=O)C(F)(F)F)ccc1NCCCN1CCOCC1	i	0.15	53
CC1CN(C)CCN1CC1CCN(C(=O)NCc2ccccc2)CC1 (centres undefined)	i	0.06	47
CCc1cccc2sc(NC(=O)Cc3ccc(S(=O)(=O)CC)cc3)nc12	i	0.079	63
O=C(NCCC(O)c1ccccc1)C1CC1 (centres undefined)	i	0.087	62
NS(=O)(=O)c1ccc(NC(=O)CCc2csc(NC(=O)c3ccccc3)n2)cc1	i	0.098	62
CCCS(=O)(=O)N1CCCc2ccc(NS(=O)(=O)c3cc(CC)ccc3OC)cc21	i	0.089	50
COC(=O)c1sccc1S(=O)(=O)N1CCN(c2cccc(OC)c2)CC1	i	0.13	63
CCCC(CCC)C(=O)N1CCN(c2ncnc3c2nnn3-c2ccc(OC)cc2)CC1	i	0.08	57
Cc1cc(C)cc(-n2nnc3c(=O)n(CC(=O)N4CCC(Cc5ccccc5)CC4)cnc32)c1	i	0.043	66
CCn1nnc2c(=O)n(Cc3cc(C)ccc3C)cnc21	i	0.018	24
COC(=O)c1ccc2c(=O)n(CCCC(=O)N3CCCCC3)c(=S)[nH]c2c1	i	0.13	63
COc1cccc(OC)c1C(=O)N1CCN(c2ccc(-c3ccc(C)cc3)nn2)CC1	i	0.11	59
CCOc1ccc(C(=O)Nc2ccc3c(c2)N(S(=O)(=O)c2ccc(C)cc2)CCC3)cc1	i	0.07	56
CCN1N=C(c2ccc(F)cc2)Cn2c1nc1c2c(=O)n(CC)c(=O)n1C	i	0.078	31
O=C(CCCCCn1c(=S)[nH]c2ccccc2c1=O)NCCC1=CCCCC1	i	0.075	69
O=C(Nc1cccc(-c2cnc3n2CCC3)c1)c1cc(-c2ccco2)on1	+	0.22*	62*
COc1cccc(-n2nnc3c(N4CCN(C(=O)COc5ccc6ccccc6c5)CC4)ncnc32)c1	i	0.025	67
CNc1oc(-c2ccco2)nc1S(=O)(=O)c1ccc(C)cc1	i	0.12	58
